RPL19A-GFP yeast: RPL19A-GFP expression modulators in yeast, primary screen, cell-based, S. cerevisiae, multiplex flow cytometry, MLPCN. percent response vs DMSO, % at 10 µM. 330,000 compounds, 0.3% hits. AID 2025, 2009. S. cerevisiae RPL19A-GFP strain, 3 h; active compounds read low;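 active = percent response vs DMSO below 50%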;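 note: median channel GFP fluorescence of the barcoded RPL19A-GFP strain; ratio of sample median GFP to plate DMSO average so 100% = DMSO; lower means less RPL19A-GFP as with rapamycin TOR inhibition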
LAP4 TOR yeast: modulators of LAP4-GFP expression in yeast, primary screen, S. cerevisiae, multiplex flow cytometry, MLPCN library; 320,000 compounds, 0.34% hits; GFP response vs DMSO, % at 10 µM; 3 h; median GFP as percent of DMSO wells;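 active = GFP response vs DMSO above a set limit, about the screen mean plus 3 SD, cut at about 150% in these data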
procasp7 counter: procaspase-7 activators, primary screen, counter-screen for procaspase-3 activator project, biochemical, absorbance, HTS, human. Caspase-7 (Homo sapiens), P55210. recombinant procaspase-7, Ac-DEVD-pNA absorbance 405 nm; D23A/D198A/D206A triple mutant, cannot self-cleave; scale: DMSO 0, 5 µM enzyme 100. activation, % at 8.5 µM. 330,000 compounds, 0.093% hits. AID 463210, 2010;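 active = percent activation above the screen-wide mean plus 3 SD, cut at about 25% in these data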
Target sequence (P55210 whole entry D23A/D198A/D206A): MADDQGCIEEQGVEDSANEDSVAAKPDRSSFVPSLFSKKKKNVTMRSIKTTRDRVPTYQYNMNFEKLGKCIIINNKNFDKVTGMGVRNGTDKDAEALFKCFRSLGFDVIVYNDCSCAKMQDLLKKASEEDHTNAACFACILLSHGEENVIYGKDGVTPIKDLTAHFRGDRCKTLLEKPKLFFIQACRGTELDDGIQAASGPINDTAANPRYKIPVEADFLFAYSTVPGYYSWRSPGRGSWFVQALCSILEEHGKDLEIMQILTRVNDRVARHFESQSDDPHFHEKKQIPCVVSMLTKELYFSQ
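Material: Procaspase-7 triple mutant (PC-7 D3A) | Quantity: 2 µM procaspase-7 mutant as dispensed | Reagent: DEVD-pNA substrate | Times: 1 h preincubation, 2 h reaction | Technique: 405 nm absorbance of p-nitroaniline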
AGP1 TOR yeast: modulators of AGP1-GFP expression in yeast TOR pathway, primary screen, cell-based, multiplex flow cytometry, S. cerevisiae, MLPCN library | 3 h; GFP as percent of DMSO wells | GFP response vs DMSO, % at 10 µM | 320,000 compounds, 0.02% hits | AID 2066, 2009;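 active = GFP response relative to DMSO above a set limit, near screen average plus 3 SD, cut at about 150% in these data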;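 note: median GFP channel fluorescence of the gated AGP1 strain per well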
CIT2 TOR yeast: modulators of CIT2-GFP expression in yeast, primary screen, S. cerevisiae, GFP fusion, multiplex flow cytometry, MLPCN library; S. cerevisiae CIT2-GFP strain, 3 h; 100 means same as DMSO wells; GFP response vs DMSO, % at 10 µM; 320,000 compounds, 0.065% hits; AID 2029, 2009;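 active = GFP response relative to DMSO above a set limit, near the screen mean plus 3 SD, cut at about 150% in these data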;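 note: ratio of well median GFP fluorescence to mean of DMSO wells on the plate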
procasp3 activ: activators of human procaspase-3 D3A mutant, primary screen, biochemical, absorbance, PC-3 D3A mutant, single concentration | recombinant procaspase-3 D3A, Ac-DEVD-pNA absorbance 405 nm | activation, % at 8.5 µM | 330,000 compounds, 0.11% hits | AID 463141, 2010;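 active = activation above the mean of all tested compounds plus 3 SD, cut at about 21% in these data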;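 note: 0% = DMSO alone and 100% = DMSO wells spiked with extra 5 µM PC-3 D3A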
Target sequence (P42574 whole entry D9A/D28A/D175A): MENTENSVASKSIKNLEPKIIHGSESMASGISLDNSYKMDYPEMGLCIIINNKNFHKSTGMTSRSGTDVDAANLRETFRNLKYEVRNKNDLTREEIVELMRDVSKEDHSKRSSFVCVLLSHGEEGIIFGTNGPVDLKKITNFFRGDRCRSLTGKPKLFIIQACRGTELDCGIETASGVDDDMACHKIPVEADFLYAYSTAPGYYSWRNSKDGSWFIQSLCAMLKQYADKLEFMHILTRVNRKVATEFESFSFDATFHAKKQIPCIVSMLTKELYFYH
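Assay system: Autoprocessing-dead procaspase-3 D3A mutant enzyme; also added: Ac-DEVD-pNA; doses: one concentration, 8.5 µM nominal, 0.8% DMSO; times: 1 h compound preincubation, 2 h substrate hydrolysis at 25 °C; technique: 405 nm absorbance of p-nitroaniline, reads at 0 and 120 min; measure: % activation between DMSO and enzyme-spiked controls; repeats: single replicate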
MEP2-GFP yeast: modulators of MEP2-GFP levels in yeast, primary screen, S. cerevisiae, multiplex flow cytometry, MLPCN library; GFP response vs DMSO, % at 10 µM; 330,000 compounds, 0.51% hits; S. cerevisiae MEP2-GFP strain, 3 h; 100% = DMSO control level; AID 2016, 2009;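 active = GFP response versus DMSO above a set limit, roughly screen mean plus 3 SD, cut at about 180% in these data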;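 note: median GFP fluorescence of the barcode-gated MEP2-GFP cells per well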
AHR act: AHR activators, primary screen, cell-based, luminescence, luciferase reporter, human. AHR-responsive luciferase reporter cells. activation, % at 5 µM. 320,000 compounds, 2.5% hits. AID 2796, 2010; in the data active = activation above about 47%;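 note: 0% = vehicle wells and 100% = reference agonist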
* hit, by the source's call; . = no result given.

SMILES	RPL19A-GFP yeast	LAP4 TOR yeast	procasp7 counter	AGP1 TOR yeast	CIT2 TOR yeast	procasp3 activ	MEP2-GFP yeast	AHR act
CCc1ccc(N(CC(=O)N2CCN(Cc3ccccc3)CC2)S(C)(=O)=O)cc1	101.7	100.9	.	99.5	98.6	.	112.9	.
CC1CCCCC1NC(=O)COC(=O)C12CC3CC(CC(Cl)(C3)C1)C2 (configuration not stated)	100.6	99.8	-2.2	110.3	99.9	11.1	103.5	0.4
CCCN(CCC)Cc1c(C(=O)N/N=C/c2ccoc2)nnn1-c1nonc1N	100.5	95.8	0.2	98.9	96.0	4.7	98.8	-3.5
COC(=O)c1ccc(NC(=O)C(=O)N2CCN(C(=S)Nc3ccccc3OC)CC2)cc1	91.2	114.3	6.7	98.3	87.8	3.8	109.3	-2.0
COc1ccc(N2CCN(C(=O)c3ccc(-c4ccccc4)cc3)CC2)cc1	101.5	102.9	6.2	103.1	102.9	1.1	107.7	-1.4
COc1ccc(CC(=O)O/N=C(\N)Cc2ccc(OC)c(OC)c2)cc1	98.9	100.7	-4.1	98.9	98.7	-1.8	103.3	7.5
CCN(CC)CCCNc1nnc(C)c(=O)[nH]1	100.7	98.3	-8.8	102.8	107.6	3.7	98.0	0.4
Cc1nc2ccccc2c(=O)n1NC(=O)c1ccccc1F	98.6	94.1	4.5	88.4	95.3	-5.0	96.9	1.1
CCn1nc(C)c(CN2CCCCC2C(=O)Nc2ccc(Oc3cccnc3)cc2)c1C (configuration not stated)	95.5	101.1	6.4	96.5	97.1	3.7	99.9	3.3
Cc1ccc(S(=O)(=O)NCCN=C(CN2CCOCC2)NS(=O)(=O)c2ccc(C)cc2)cc1	96.3	97.2	-3.0	98.0	94.0	6.5	98.9	4.0
COC(=O)C1=C(C)N(c2cccc(C)c2)C(=O)/C1=C\c1cccs1	96.1	107.4	-18.7	98.8	97.6	-4.9	105.6	-0.5
CCOc1cc2oc(=O)c3c(c2cc1Cl)CCC3	94.9	107.2	-5.7	95.0	88.9	11.7	93.6	14.1
N/C(=N\OC(=O)c1ccc(Br)cc1)c1ccncc1	99.7	92.2	4.7	89.0	97.2	3.6	97.3	-7.3
CCc1ccc(/C=C2/SC(=S)N(CCC(=O)NCCCN3CCOCC3)C2=O)cc1	102.6	73.3	-9.5	96.2	95.5	-11.6	86.6	1.1
Cc1ccc(-c2csc(NC(=O)CN3CCC(C(N)=O)CC3)n2)cc1	101.5	88.3	4.2	94.2	97.4	-3.8	103.5	14.3
CCOc1ccc(N)c(SSc2cc(OCC)ccc2N)c1	109.3	139.4	-33.3	98.3	102.8	-14.0	110.6	27.3
C=CCNC(=S)N1CCN(c2ncc(C(F)(F)F)cc2Cl)CC1	96.8	.	5.8	.	.	2.2	101.8	-7.8
Clc1ccc(-n2cnnn2)cc1	97.4	97.5	14.6	99.3	96.5	-1.6	106.3	0.1
CC(=O)NC1(c2ccc(F)cc2)CCN(C(=O)Nc2ccc(F)cc2F)CC1	99.8	108.5	-6.5	105.6	112.6	0.1	104.7	0.0
COc1ccc(CCNCC(=O)Nc2ccccc2C(F)(F)F)cc1	95.0	95.8	1.7	103.5	98.0	-2.1	100.3	-2.7

Entries above with an aryl methoxy group (4):
SMILES	RPL19A-GFP yeast	LAP4 TOR yeast	procasp7 counter	AGP1 TOR yeast	CIT2 TOR yeast	procasp3 activ	MEP2-GFP yeast	AHR act
COC(=O)c1ccc(NC(=O)C(=O)N2CCN(C(=S)Nc3ccccc3OC)CC2)cc1	91.2	114.3	6.7	98.3	87.8	3.8	109.3	-2.0
COc1ccc(N2CCN(C(=O)c3ccc(-c4ccccc4)cc3)CC2)cc1	101.5	102.9	6.2	103.1	102.9	1.1	107.7	-1.4
COc1ccc(CC(=O)O/N=C(\N)Cc2ccc(OC)c(OC)c2)cc1	98.9	100.7	-4.1	98.9	98.7	-1.8	103.3	7.5
COc1ccc(CCNCC(=O)Nc2ccccc2C(F)(F)F)cc1	95.0	95.8	1.7	103.5	98.0	-2.1	100.3	-2.7

(continued)
SMILES	RPL19A-GFP yeast	LAP4 TOR yeast	procasp7 counter	AGP1 TOR yeast	CIT2 TOR yeast	procasp3 activ	MEP2-GFP yeast	AHR act
COC(=O)c1ccc(NC(=O)Cn2nc(C)c3ccccc3c2=O)cc1	107.7	86.4	-1.3	100.3	111.2	6.3	98.7	-0.4
COC(=O)c1cc(S(=O)(=O)N2CCN(c3ccccc3OC)CC2)cn1C	97.4	103.2	3.5	105.4	98.5	6.0	104.7	1.4
COc1cc(NC(=O)c2ccc(OC)c([N+](=O)[O-])c2)ccc1NC(=O)c1cccs1	102.0	103.1	9.4	94.5	91.8	0.0	100.0	2.8
Cc1ccc(C(=O)NCCc2csc(-c3cccnc3)n2)cc1	100.4	118.8	-0.6	105.5	105.8	-1.9	94.2	6.5
COc1ccc(N(Cc2ccccc2)S(=O)(=O)c2cc(C(=O)O)ccc2Cl)cc1	98.9	100.3	-8.0	94.6	93.4	1.9	106.3	-0.1
COc1ccc(N2CCN(CCNC(=O)Nc3cccc(C)c3C)CC2)cc1	103.4	95.4	16.8	98.7	100.2	-5.0	98.5	1.6
Cc1ccc(S(=O)(=O)Nc2ccnc3ccccc23)cc1	91.1	.	-0.2	92.8	84.2	5.0	94.7	2.5
CC(=O)Nc1ccc(NC(=O)c2ccc(NS(=O)(=O)c3cc(C(C)(C)C)cc(C)c3C)cc2)cc1	101.0	96.3	6.1	103.0	107.5	-1.1	113.8	4.9
CCn1c(SCc2cc(=O)[nH]c3ccccc23)nc2c1c(=O)n(C)c(=O)n2C	97.9	101.5	12.0	100.7	95.4	-3.6	116.5	1.3
CC(C)(C)c1ccccc1NC(=S)NCc1ccccc1	98.0	101.1	6.2	92.4	95.0	-2.1	103.1	5.6
Nn1cnc2scc(-c3cccs3)c2c1=O	94.3	93.2	3.2	84.0	83.0	-5.2	95.9	3.1
Cc1cc(C(=O)N/N=C/C=C/c2ccc3c(c2)OCO3)n[nH]1	97.9	91.8	9.2	87.2	90.5	4.9	96.8	0.9
CS(=O)(=O)c1nc(S(=O)(=O)c2ccc(Cl)cc2)c(NCCCn2ccnc2)s1	101.4	97.3	-5.0	99.7	97.7	0.6	106.0	5.9
O=C(CN(C(=O)CCC(=O)Nc1ccccn1)c1ccc(F)cc1)NCc1ccc(F)cc1	99.7	98.6	3.7	99.7	103.1	-4.8	110.4	-0.9
O=C(c1c[nH]c(C(=O)N2CCN(Cc3ccccc3)CC2)c1)C1CCCCC1	90.1	81.5	-6.3	86.3	94.3	8.4	82.8	1.2
C=C(C)CSc1nnc([C@@H]2CCCN2)o1	97.2	101.5	-6.3	94.4	89.8	-3.6	98.1	7.5
CCn1c(=N)n(CC(O)c2ccccc2)c2ccccc21 (configuration not stated)	98.8	95.6	-11.8	99.9	100.2	-5.8	95.9	4.9
C=CCn1c(CCc2ccc(OC(C)C)cc2)n[nH]c1=S	102.6	91.0	-21.2	95.5	95.5	-22.9	96.0	1.1
CCOc1ccccc1CNS(=O)(=O)c1cc(-c2cc(C)no2)ccc1C	94.8	93.2	1.0	94.9	93.2	5.8	88.7	10.0
N#Cc1ccccc1OCCOCCNC1CCCC1	102.6	94.1	-6.8	100.7	102.8	1.4	105.6	2.9
Nc1ccccc1-c1nnc(-c2ccc(-c3ccccc3)cc2)o1	101.9	106.1	-15.3	88.0	100.7	-20.6	102.5	75.8*
O=C(NCC(O)c1ccccc1)Nc1cccs1 (configuration not stated)	101.8	103.5	-16.6	103.5	95.0	0.7	110.2	3.5
NS(=O)(=O)c1cccc(NC(=O)CSc2nn(-c3ccccc3)c(=S)s2)c1	109.0	99.0	-7.3	104.3	99.2	3.1	111.5	6.3
O=C(NCCc1c[nH]c2ccccc12)/C(=C\c1cccnc1)NC(=O)c1cccs1	104.5	106.5	6.5	111.3	99.8	-7.7	123.2	7.0
CCCCn1c(SCC2CCCO2)nc2cc(S(N)(=O)=O)ccc21 (configuration not stated)	88.5	90.7	4.0	88.4	87.6	-7.7	90.1	0.5
CC(=O)c1cccc(NC(=O)C(C)OC(=O)CCC2CCCCC2)c1 (configuration not stated)	102.4	105.3	8.1	107.9	102.3	7.3	103.7	-0.2
COc1ccc(CNc2nc(SCc3cc(=O)n4cc(Cl)ccc4n3)nc3ccccc23)cc1	99.5	90.6	-0.6	96.9	101.8	-1.7	84.2	3.4
O=C(CNC(=O)c1ccccc1)N/N=C/c1ccc([N+](=O)[O-])o1	93.3	103.9	5.3	96.8	89.0	5.4	98.1	8.1
CC(=O)C1=C(O)C(=O)N(CCCn2ccnc2)C1c1ccc(C)cc1 (configuration not stated)	99.3	98.7	-3.2	105.0	103.3	0.8	99.4	0.8
COc1cc(/C=C/C(=O)NCc2cccnc2)cc(OC)c1OC	100.9	105.2	0.9	100.3	94.7	11.0	93.6	3.2
CCOC(=O)c1c(C)[nH]c(/C(C)=N/O)c1C	95.7	95.3	3.1	90.4	94.0	4.7	99.5	2.6
CCN1C(=O)N[C@@H](c2ccc(Br)cc2)C(C(C)=O)=C1C	98.2	137.2	2.0	88.4	120.4	-2.2	94.2	-1.0
CCc1ccc2[nH]c(=O)c(CN(CCCN3CCOCC3)C(=O)Nc3ccccc3)cc2c1	110.1	103.5	3.0	99.9	103.4	0.2	106.5	8.3
COc1ccc(CCNC(=O)c2ccc(CS(=O)Cc3ccc(Cl)cc3)o2)cc1OC (configuration not stated)	103.4	108.9	-4.1	101.4	105.2	7.4	101.5	1.8
Nc1ccc2nc(Cc3ccccc3)[nH]c2c1	98.6	109.6	-5.4	103.0	98.1	-5.8	96.6	6.1
COc1cccc(Oc2ccc(N)cn2)c1	97.8	87.5	-4.9	95.3	111.8	-10.5	93.1	0.9
CCOC(=O)C(=O)Nc1ccc(F)cc1	98.9	112.1	-1.2	100.9	99.3	2.6	103.2	-1.8
COc1ccc(C(C)(C)C)cc1NC(=O)CCN1C(=O)NC(C)(C)C1=O	99.6	108.9	4.8	104.2	111.1	1.3	106.8	3.1
COc1ccc(C(=O)CCC(=O)N2CCN(c3ccc(N4CCOCC4)nn3)CC2)cc1	103.1	103.2	6.0	104.7	100.2	-5.3	105.0	2.2
Cc1cccc(N2CCN(C(=O)C3CCC(CNS(=O)(=O)c4cccs4)CC3)CC2)c1C (configuration not stated)	90.2	88.4	-1.8	94.9	93.0	2.0	99.9	-0.8
COC(=O)c1cccc(C(=O)N2CCCC(C(=O)c3cc(F)ccc3F)C2)c1 (configuration not stated)	96.7	97.7	-2.5	100.3	96.9	-0.1	95.7	0.9
CCOC(=O)C(C)NC(=O)c1cn(-c2ccc(OC)cc2)c(=O)c2ccccc12 (configuration not stated)	101.4	99.0	12.9	100.0	100.6	-0.9	118.3	2.0
Cc1cccc(NC(=O)c2ccc3[nH]c(=O)c(=O)[nH]c3c2)n1	94.8	88.3	5.3	38.7	93.4	4.6	92.2	3.1

High-throughput results as filed in PubChem.
